GSK3A inh – blockers of GSK3A enzyme activity – biochemical, luminescence, cell-free homogeneous, HTS, primary screen. GSK-3 alpha kinase, ADP-Glo luminescence, 60 min. inhibition, % at 10 µM. 320,000 compounds, 0.1% hits;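 in the data active = inhibition above about 50%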;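 also: GST-tagged GSK-3 alpha with peptide substrate and 25 µM ATP; 0% = DMSO neutral wells and 100% = GW8510 positive control wells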
Target sequence (P49840 whole entry, looked up): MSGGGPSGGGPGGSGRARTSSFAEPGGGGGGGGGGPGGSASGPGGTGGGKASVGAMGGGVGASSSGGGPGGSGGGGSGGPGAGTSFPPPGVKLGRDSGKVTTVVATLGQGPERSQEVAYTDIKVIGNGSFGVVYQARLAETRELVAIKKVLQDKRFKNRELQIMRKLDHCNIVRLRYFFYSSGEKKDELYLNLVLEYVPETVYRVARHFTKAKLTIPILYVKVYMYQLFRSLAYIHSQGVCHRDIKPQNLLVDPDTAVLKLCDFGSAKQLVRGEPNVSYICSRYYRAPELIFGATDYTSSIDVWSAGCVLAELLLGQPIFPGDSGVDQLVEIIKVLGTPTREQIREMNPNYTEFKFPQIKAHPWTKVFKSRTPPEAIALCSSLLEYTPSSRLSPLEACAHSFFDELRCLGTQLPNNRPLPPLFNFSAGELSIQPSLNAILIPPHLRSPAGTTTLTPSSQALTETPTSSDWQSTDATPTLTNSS
GSK3beta inhib – human GSK3beta kinase inhibitors, primary screen, biochemical, cell-free homogeneous, HTS; GST-GSK3beta kinase, ADP-Glo luminescence, 60 min; hits give low values; Glycogen synthase kinase-3 beta (Homo sapiens), P49841; activity score (negative = inhibition), % at 10 µM; AID 2097, 2009; 300,000 compounds, 0.038% hits;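 active = more than half of replicate wells score below -50%, meaning over 50% inhibition versus plate controls; inconclusive = some replicates but at most half score below -50%; inactive = no replicate scores below -50%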;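 also: 0% = median DMSO wells and -100% = median GW8510 positive control wells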
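Test system – GST-tagged human GSK3beta kinase, cell-free · Incubation – 60 min enzyme reaction, room temperature · Signal – ADP-Glo luminescence · Also added – peptide substrate and ATP at 25 µM · Controls – DMSO neutral wells and GW8510 at 20 µM as positive · Buffer or medium – Tris/MgCl2 kinase buffer · Measure – Luminescence-derived activity versus plate DMSO and GW8510 wells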
AI-2 QS mod – Vibrio harveyi AI-2 quorum sensing modulators, primary screen, JMH597 strain, luminescence/OD600 ratio; Vibrio harveyi JMH597 AI-2 luminescence/OD600 ratio, 9 h; hits give low values; strain lacks LuxN and CqsS sensors; 0 = neutral-control median; activity change, % at 7.5 µM; 300,000 compounds, 0.4% hits; in the data active = activity change below about -75%, passing the limit was not always enough; inconclusive = no clear call, values can overlap the other calls;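 also: luminescence divided by OD600 gain over 9 h not by final OD600 alone; inactives centre near 13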
PolyA inh – polyadenylation inhibitors in yeast reporter cells, primary screen, luminescence, S. cerevisiae | S. cerevisiae SKY197-pL101 polyadenylation reporter, beta-gal luminescence; efflux-impaired pdr1/pdr3 knockout yeast; score 100 = 6 SD above DMSO | calls only at 12 µM | 300,000 compounds, 0.02% hits | AID 1875, 2009;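 active = lowest replicate activity score at least 50, where 100 means six control SD above control mean; inconclusive = lowest score under 50 but half or more replicates reach 50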;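 also: yeast exposed to compound for 9 h at 30 °C; higher score means more reporter readthrough which indicates perturbed polyadenylation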
HSP90 refold inh – HSP90 inhibitors, primary screen, cell lysate, luminescence; Rabbit reticulocyte lysate, luciferase refolding luminescence, 3 h; inhibition, % at 5.6 µM; 290,000 compounds, 0.91% hits; AID 1789, 2009;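 active = inhibition above the screen-wide mean plus 3 SD, computed separately per campaign, cut at about 16% in these data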;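 also: 0% = DMSO wells and 100% = 60 µM geldanamycin wells; inhibitors lower the luminescence because luciferase stays unfolded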
Platelet DG rel – inhibitors of platelet dense granule secretion, primary screen, cell-based, MLPCN, human platelets; human platelet-rich plasma, SFLLRN dense granule ATP release, luminescence; inhibition, %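 (compounds screened at 7.5 µM in platelet-rich plasma)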; 300,000 compounds, 0.22% hits;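 active = mean replicate score, as percent of positive control, at or above 50; inconclusive = mean below 50 but at least one replicate at or above 50; inactive = mean and every replicate below 50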
Dyrk1A ADPGlo – rat Dyrk1A kinase inhibitors, primary screen, biochemical, single point, plate reader | Dual specificity tyrosine-phosphorylation-regulated kinase 1A (Rattus norvegicus), Q63470 | ADP-Glo luminescence, NFATc1 peptide | inhibition, % at 12.5 µM | 310,000 compounds, 0.43% hits; in the data active = inhibition above about 50%;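 also: plate controls were vehicle with enzyme for no effect and no enzyme for full effect; many of its hits are not listed in these tables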
HDAC3 inh – HDAC3 deacetylase inhibitors, primary screen, biochemical, fluorescence, cell-free homogeneous; Histone deacetylase 3 (Homo sapiens), O15379; recombinant HDAC3, fluorogenic peptide/trypsin coupled; inhibition, % at 8.3 µM; 320,000 compounds, 0.15% hits; AID 2718, 2010; in the data active = inhibition above about 26%, passing the limit was not always enough; inconclusive = no clear call, values can overlap the other calls
Target sequence (O15379 whole entry, looked up): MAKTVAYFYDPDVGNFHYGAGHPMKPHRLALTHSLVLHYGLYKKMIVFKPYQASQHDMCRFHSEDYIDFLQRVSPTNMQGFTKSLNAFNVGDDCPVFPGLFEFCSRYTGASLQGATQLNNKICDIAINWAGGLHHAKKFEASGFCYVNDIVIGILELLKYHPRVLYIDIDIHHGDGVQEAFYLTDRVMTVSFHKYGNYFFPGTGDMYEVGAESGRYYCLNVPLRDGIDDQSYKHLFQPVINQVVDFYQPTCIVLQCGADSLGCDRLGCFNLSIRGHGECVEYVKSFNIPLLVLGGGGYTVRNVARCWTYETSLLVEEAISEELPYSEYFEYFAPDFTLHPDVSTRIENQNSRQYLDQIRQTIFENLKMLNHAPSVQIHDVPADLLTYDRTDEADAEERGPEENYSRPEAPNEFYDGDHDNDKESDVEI
HSF1 inhib – HSF1 inhibitors in luciferase reporter cells, primary screen, cell-based, NIH3T3, luminescence; NIH3T3-HGL HSE-luciferase, MG132-induced, luminescence 8 h; hits give low values; activity change, negative = inhibition, % at 7.5 µM (by protocol); 300,000 compounds, 0.77% hits;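 active = more than half of replicate wells show activity change below -50%, luminescence cut by over half; inconclusive = some wells, but at most half, below -50%; inactive = no replicate well below -50%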;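 also: luciferase reports HSF-1 transcriptional activity via heat shock element; 0% = median of DMSO wells and -100% = zero luminescence signal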
HSF-1 act – HSF-1 activators, primary screen, NIH3T3-HGL cells, MG132 stress, luminescence, single point | 300,000 compounds, 1.7% hits | NIH3T3-HGL HSF-1 luciferase reporter, 8 h; 100% = twice DMSO control signal | activation, % at 9 µM;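 active = mean replicate activation of at least 50% with a set share of replicates each reaching 50%; inconclusive = only one of those two conditions met; inactive = mean below 50% and too few replicates reaching it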;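 also: 0% = median of the neutral control wells and 100% = twice that signal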
Active calls of the source: *; i = inactive; ? = inconclusive; . = no result given. Only part of the results is shown; the hit share may differ from the screen's.

SMILES	GSK3A inh	GSK3beta inhib	AI-2 QS mod	PolyA inh	HSP90 refold inh	Platelet DG rel	Dyrk1A ADPGlo	HDAC3 inh	HSF1 inhib	HSF-1 act
O=c1c2cccnc2nc2n1CCCCC2	1	1	15	i	-4	-5	4	-4	-10	-22
Cn1c2c(c(=O)n(C)c1=O)CN(Cc1ccc3c(c1)OCO3)CN2	0	2	12	i	1	9	2	4	0	-17
COc1cc(/C(C)=N/NC(=O)Cc2c(C)[nH][nH]c2=O)ccc1O	-1	-7	14	i	0	-7	-6	4	5	17
Cc1ccc2oc(C(=O)N(Cc3ccc(N(C)C)cc3)C3CCS(=O)(=O)C3)c(C)c2c1 (centres undefined)	1	-3	18	i	0	12	8	10	1	-5
Cc1nc(CSc2n[nH]c(=O)n2-c2ccccc2)cs1	6	0	30	i	9	0	-5	-4	-2	9
COc1ccc(NC(=O)CSc2nnc(-c3cccs3)n2Cc2ccco2)cc1OC	-1	-6	17	i	-1	25	1	1	3	-14
Cc1ccccc1NC(=O)c1ccccc1NC(=O)c1cccs1	-2	-3	-4	i	-1	-8	-4	10	-5	-4
Cc1cc(N2CCN(c3nnnn3-c3ccccc3)CC2)n2ncnc2n1	3	2	14	i	6	-1	-2	-7	-4	14
CC1(C)CC(=O)C(C(=S)Nc2ccccc2)=C(NCCN2CCOCC2)C1	-2	1	18	i	-2	3	1	-11	-1	-10
O=C(N/N=C/c1cccc([N+](=O)[O-])c1)c1ccc2c(c1)OCCO2	-2	0	34	i	4	27	3	-3	5	3
O=C(CN1C(=O)NC2(CCCC2)C1=O)Nc1ccccc1C(F)(F)F	-3	-2	11	i	-2	3	-4	-1	-3	19
COc1ccc(C2=NN(C(=O)CSc3cn(C)c4ccccc34)C(c3ccc(OC)cc3)C2)cc1 (centres undefined)	-2	4	13	i	6	0	2	7	6	21
COc1ccc(-c2nc(CS(=O)CC(=O)NCc3ccco3)c(C)o2)cc1 (centres undefined)	0	-3	50	i	-2	?	-2	-3	-1	-11
[2H]C(CCOS(N)(=O)=O)c1ccc(C(C)(C)C)cc1 (centres undefined)	-1	-1	-18	i	-5	2	43	3	-31	-33
Cc1ccc(OC(F)F)c(NC(=O)Nc2cccc(C(F)(F)F)c2)c1	6	1	25	i	10	-9	-2	19	0	18
Cc1ccc(S(=O)(=O)N2CCOCC2)cc1NC(=O)COC(=O)Cn1c(C)csc1=O	0	1	18	i	.	12	-2	3	1	1
CCOc1ccccc1NC(=O)NC(=O)N(C)S(C)(=O)=O	0	-9	-7	i	3	-2	9	3	-4	3
Cc1ccc(NC(=O)c2ccc(N3C(=O)C4CC=C(Cl)CC4C3=O)cc2)cc1 (centres undefined)	-2	6	28	i	2	-3	-5	-5	1	-3
O=C(CCC(=O)c1cccs1)Nc1ccc(N2CCCCC2)cc1	0	0	18	i	0	2	-1	3	-1	37
CC(C)CC(=O)Nc1nnc(S(=O)(=O)N(C)c2ccc(Cl)cc2)s1	-5	1	32	i	9	2	0	0	-2	-1
CCOc1ccc(C(=O)NC(C(=O)NCC2CCCO2)C(C)C)cc1 (centres undefined)	-1	-3	4	i	2	0	-4	.	-3	6
COCCCNC(=O)CCn1c(=O)c2ccccc2n(CC(=O)Nc2ccc(C)cc2C)c1=O	1	-2	-5	i	3	-15	1	2	3	26
CC(C)(C)c1cc(CCC(=O)NCC2CCCO2)cc(C(C)(C)C)c1O (centres undefined)	-1	-2	48	i	-8	-1	-7	-2	-2	-15
O=[N+]([O-])c1cccnc1N/N=C/c1ccccc1O	-2	-1	9	i	22*	43	0	6	-34	-43
COc1ccc(CNC(=O)c2cc(C(=O)C3CC3)c[nH]2)cc1	1	4	6	i	2	-3	.	5	-4	-6
O=C(Cn1cc([N+](=O)[O-])cn1)N1N=C(C(F)F)CC1(O)C(F)F (centres undefined)	-1	-1	5	i	-6	4	1	-1	-1	5
COc1ccc2nc(-c3ccccn3)[nH]c2c1	6	-5	5	i	4	24	.	-4	17	30
CC(C)[C@H](NS(=O)(=O)c1ccc2c(c1)OCCO2)C(=O)OCC(=O)Nc1cccc(Cl)c1Cl	3	2	22	i	-1	29	-2	2	-7	15
COc1cc(NS(=O)(=O)c2ccc(NC(=O)CN3C(=O)c4ccccc4C3=O)cc2)ncn1	-1	-2	14	i	-1	4	-9	0	-9	-4
O=c1c2ccccc2c(C=NC2CCN(Cc3ccccc3)CC2)c(O)n1Cc1ccc2c(c1)OCO2	-3	4	21	i	0	-3	.	3	7	2
N#C/C(=C(/O)Cc1ccccc1)P(=O)(c1ccccc1)c1ccccc1	1	3	0	i	4	-1	7	-7	-7	-5
Fc1ccc(Nc2ncnc3sc4c(c23)CCC4)cc1	-2	-2	19	i	0	-9	33	-3	-5	-11
CC1(C)CC(NC(=O)c2cc(Cl)ccc2Cl)CC(C)(C)N1	-3	0	-1	i	5	-6	-7	6	3	14
Cc1nc(NC(=O)CSc2nnnn2Cc2ccccc2)sc1C	0	3	-35	i	3	4	-4	0	9	-19
Cn1c(SCC(=O)N2CCN(c3cccc(Cl)c3)CC2)nnc1-c1ccncc1	-1	-4	40	i	-1	-1	2	-3	7	37
CC1(C)Oc2ccc3ccc(=O)oc3c2C(/C=N/O)=C1Cl	-1	-1	7	i	1	1	12	-4	-1	6
O=C(c1cc(-c2ccccc2)on1)N1CCCC1	-5	-3	10	i	3	-3	5	-3	11	35
CCC(=O)N1N=C(c2cccc(NS(C)(=O)=O)c2)CC1c1cccs1 (centres undefined)	-1	2	15	i	1	-14	2	-2	-9	2
CCc1noc(C)c1C(=O)N1CCCSC1=Nc1ccccc1Cl	-5	-1	11	i	.	1	8	7	3	17
N#C/C(=C/c1ccc(C(=O)O)cc1)C(=O)NCc1ccccc1	-2	-5	20	i	7	15	13	2	4	-17
Cc1cccnc1NC(=O)C(C)Oc1ccccc1 (centres undefined)	-2	1	12	i	2	3	2	-6	-6	-3
CCOc1cc(/C=N/Nc2cccc(C(=O)O)c2)ccc1OC(=O)c1ccccc1	.	0	39	i	37*	-6	4	.	-5	-8
CC(NC(=O)c1ccncc1)C(c1cccs1)N1CCOCC1 (centres undefined)	-2	7	6	i	-2	-1	7	-3	3	5
Cc1cc(C(=O)NC(C)CCc2ccccc2)ccc1[N+](=O)[O-] (centres undefined)	-2	1	12	i	0	3	-4	6	3	6
c1ccc(NC2=NCCCCS2)cc1	-4	-1	2	i	5	-1	2	9	3	-8
O=C(c1ccccc1)N(Cc1nc2ccccc2c(=O)[nH]1)C1CCCCC1	1	0	3	i	-1	-3	3	7	5	26
Cc1cc(C(C)(C)C)ccc1OCCN(C)C	-2	0	13	i	3	-26	-5	8	2	-11
Cc1ccc(C)c(-c2cc(C(=O)NN3CCOCC3)c3ccccc3n2)c1	-2	-9	7	i	-2	11	.	-3	12	-3
O=c1nc(N2CCCC2)nc(N2CCCC2)[nH]1	0	3	23	i	-1	6	-3	1	-8	-1
CCCS(=O)(=O)N1CCCC(C(=O)NCc2cccnc2)C1 (centres undefined)	-3	-2	-8	.	-3	-1	-1	6	-5	4
O=C(/C=C/c1ccco1)NC(=S)Nc1cc(C(F)(F)F)ccc1N1CCOCC1	-4	0	41	i	-4	1	0	15	0	16
COc1ccc(S(=O)(=O)Nc2cc3c4c(oc3c3ccccc23)CC(C)(C)CC4=O)cc1	1	1	27	i	0	7	-3	10	11	32
C=CCc1cc(Cl)ccc1OCCNCCOC	1	1	4	i	3	6	2	1	-9	-3
Cc1occc1-c1nnc(SCC(=O)Nc2nccs2)n1CCc1ccccc1	4	-10	30	i	3	2	.	-1	-6	-3
O=C(NCc1ccccc1)N1CCC(c2nc3ccccc3[nH]2)CC1	0	1	22	i	-1	-2	1	0	1	-3
O=c1c2c3c(sc2nc(N2CCNCC2)n1-c1cccc(Cl)c1)CCCCC3	-2	0	12	i	-1	9	.	1	0	-8
Cc1cc(Oc2ccc(Cl)cc2)nc(-c2ccccc2O)n1	-3	0	0	i	2	4	7	-2	6	6
O=C1NC2=C(C(=O)CCC2)C(c2ccccc2[N+](=O)[O-])N1 (centres undefined)	11	-10	24	i	-2	-19	6	2	-13	-5
O=C(O)CCC(=O)Nc1ccccc1N1CCOCC1	0	-5	33	i	-1	1	-5	-2	-8	-13
COc1cnc(-c2ccccc2)nc1OC	-1	-4	16	i	-3	10	-7	3	-2	10

Following part.
SMILES	GSK3A inh	GSK3beta inhib	AI-2 QS mod	PolyA inh	HSP90 refold inh	Platelet DG rel	Dyrk1A ADPGlo	HDAC3 inh	HSF1 inhib	HSF-1 act
COc1ccc([N+](=O)[O-])cc1NCc1ccccc1C	-1	2	3	i	-4	-7	-2	0	8	8
Cc1cc(C(=O)CN2C(=O)NC3(CCCCC3)C2=O)c(C)n1-c1ccc2c(c1)OCO2	3	3	30	i	0	6	1	3	-4	-11
O=C(c1cccc(S(=O)(=O)N2CCCCC2)c1)N1CCOCC1	-1	3	15	i	3	15	-8	1	0	-2
Cc1ccc(Cn2c(C(CO)Nc3nc(-c4ccc(Cl)c([N+](=O)[O-])c4)cs3)nc3ccccc32)cc1 (centres undefined)	-2	4	20	i	.	26	-7	-8	4	0
CCC(CC)NC(=O)c1oc2ccccc2c1COc1ccccc1	-7	-2	0	.	0	6	-3	-2	-3	-6
O=C(CSc1ncn[nH]1)NCc1ccc2c(c1)OCO2	-3	0	23	i	5	2	.	-13	-31	-44
O=S(=O)(c1ccccc1)N(Cc1ccc(Cl)cc1)c1ccncc1	-1	-1	22	i	-1	1	0	3	-6	-7
O=C(c1cc(-c2ccc(Cl)s2)nc2ccccc12)N1CCCC1	2	1	14	i	9	-2	-5	-8	5	-7
OCCNc1nc(Nc2ccc(O)cc2)nc2ccccc12	4	3	12	i	0	-11	47	2	-11	-17
C/C(O)=C(/C=Nc1ccccc1)C(=O)Nc1ccccc1	2	-6	10	i	4	12	3	8	-3	2
CCC1(C)SC(N)=NN1C(C)=O (centres undefined)	-1	1	5	i	3	6	.	-5	1	-9
